zVAD death inh: blocks zVAD induced death of L929 cells. AID 1377. L929 zVAD necroptosis rescue, ATP luminescence, 24 h; with zVAD 60 µM. 220,000 tested, 0.38% active. viability rescue, % at 10 µM;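 active means activation, scaled between plate controls, above about 75%, limit read from the data; inactive means activation under that limit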;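 further: 0% = zVAD with DMSO and 100% = DMSO alone without zVAD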
EP2 antag: EP2 receptor (human) inhibition; inhibition, % at 25 µM; 260,000 tested, 0.52% active; C6 glioma cells expressing human EP2, cAMP TR-FRET; cells stimulated with saturating PGE2;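 active means percent inhibition above 40 after rounding to a whole number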;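 further: rat C6 glioma host cells with rolipram phosphodiesterase inhibitor present; the protocol text gives 20 µM as final concentration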
TbHK1 inh: T. brucei hexokinase 1 inhibition | recombinant TbHK1, G6PDH-coupled NADH A340 | inhibition, % at 10 µM | 220,000 tested, 0.11% active;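 active means inhibition of 50% or more in the single-dose primary screen; inactive means inhibition below 50%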
EP2 mod: modulates human prostaglandin E2 receptor EP2 signaling. EP2-expressing cells, cAMP HTRF FRET, PGE2 co-stimulation. 260,000 tested, 0.83% active. P43116. induction, % at 25 µM. AID 940;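 active means compounds whose cAMP rise, as percent of the full-agonist control response, exceeds 60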;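 further: rat C6 glioma line stably carrying human EP2 under a CMV promoter; the protocol text gives 20 µM as final concentration; 100% = response of wells given 1 µM PGE2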
14-3-3 Bad PPI: disrupts binding of bovine 14-3-3 zeta to phospho-Bad peptide. inhibition, % at 21.7 µM. 220,000 tested, 0.71% active. P63103. TR-FRET 14-3-3zeta/Dy647-pBad peptide displacement, 1 h;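 active means inhibition above about 70%, limit read from the data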;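 further: 0% = full 14-3-3 plus peptide FRET controls and 100% = background without 14-3-3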
Target sequence (P63103 whole entry, looked up): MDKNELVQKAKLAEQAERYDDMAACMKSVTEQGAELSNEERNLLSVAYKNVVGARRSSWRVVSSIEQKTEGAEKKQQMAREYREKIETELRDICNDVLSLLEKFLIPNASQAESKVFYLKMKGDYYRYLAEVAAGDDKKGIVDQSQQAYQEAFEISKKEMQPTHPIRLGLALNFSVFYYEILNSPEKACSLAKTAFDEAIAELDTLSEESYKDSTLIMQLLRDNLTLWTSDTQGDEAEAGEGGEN
Hck Nef HTS: human Hck-Nef kinase inhibition | Recombinant Hck-YEEI plus Nef, Z-Lyte FRET kinase assay | inhibition, % at 20 µM | P08631 | 220,000 tested, 0.68% active;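 active means Hck-Nef kinase inhibition above about 50%, limit read from the data; inactive means inhibition below that limit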;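 further: 0% = DMSO with Hck plus Nef and 100% = Hck alone without Nef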
Target sequence (P08631 whole entry, looked up): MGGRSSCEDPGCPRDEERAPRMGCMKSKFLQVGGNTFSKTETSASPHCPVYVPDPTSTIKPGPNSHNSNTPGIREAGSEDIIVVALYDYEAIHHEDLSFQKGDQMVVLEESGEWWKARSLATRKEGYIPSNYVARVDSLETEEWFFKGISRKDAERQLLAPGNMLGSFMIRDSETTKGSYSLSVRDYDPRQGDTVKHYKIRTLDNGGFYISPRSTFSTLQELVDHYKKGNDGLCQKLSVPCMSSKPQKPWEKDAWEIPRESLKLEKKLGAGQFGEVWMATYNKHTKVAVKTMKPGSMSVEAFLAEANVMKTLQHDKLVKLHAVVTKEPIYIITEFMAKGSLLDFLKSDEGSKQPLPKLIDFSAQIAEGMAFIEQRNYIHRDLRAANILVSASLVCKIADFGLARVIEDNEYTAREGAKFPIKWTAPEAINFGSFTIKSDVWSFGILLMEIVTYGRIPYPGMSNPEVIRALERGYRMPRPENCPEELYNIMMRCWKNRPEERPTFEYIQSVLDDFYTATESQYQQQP
Rad51 HR inh: blocks human Rad51 in homologous recombination; 200,000 tested, 0.085% active; inhibition, % at 10 µM; AID 1385; Q06609; hRad51 DNA strand exchange, fluorescence dequenching;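 active means inhibition above 40% at the single screening dose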;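 further: 0% = DMSO control wells and 100% = blanks with heterologous ssDNA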
Target sequence (Q06609 whole entry, looked up): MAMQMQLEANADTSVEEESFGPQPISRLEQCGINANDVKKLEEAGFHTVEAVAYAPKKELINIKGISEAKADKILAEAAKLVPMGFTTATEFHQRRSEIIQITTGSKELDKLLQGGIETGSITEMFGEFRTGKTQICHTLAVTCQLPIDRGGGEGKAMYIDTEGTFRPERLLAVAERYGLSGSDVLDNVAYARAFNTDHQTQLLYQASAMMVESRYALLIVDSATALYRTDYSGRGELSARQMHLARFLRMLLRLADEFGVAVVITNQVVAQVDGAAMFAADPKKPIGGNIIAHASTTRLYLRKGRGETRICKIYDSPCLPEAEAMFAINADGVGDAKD
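Test system: preformed human Rad51 ssDNA filaments; also added: Donor/quencher-labelled 47-bp dsDNA substrate; doses: 10 µM final, single point; times: 37 °C 15-min filament assembly, 30-min compound preincubation, 15-min exchange; detection: FRET fluorescence dequenching, excitation 485 nm, emission 520 nm; read-out basis: Fluorescence-based percent inhibition, control- and blank-normalised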
eIF4E-4G inh: blocks eIF4E binding to eIF4G | 220,000 tested, 0.37% active | P63073+Q04637 | inhibition, % at 21.7 µM | AID 782 | TR-FRET eIF4E-eIF4GI(517-606) binding, 2 h;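 active means inhibition above about 30%, limit read from the data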;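 further: 0% = full FRET control wells and 100% = background wells lacking eIF4GI fragment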
m-calpain inh: inhibitors of pig calpain II; purified calpain II, fluorogenic peptide substrate, 30 min; inhibition, % at 16 µM; 220,000 tested, 0.37% active; AID 1236;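 active means inhibition above about 50%, limit read from the data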
Numbers without * were called inactive; nt = not tested or not shown; [ ] = dose if it differs, or a comment. These rows are one share of the data. The share of hits here may be higher or lower than overall.

Order of results – zVAD death inh	EP2 antag	TbHK1 inh	EP2 mod	14-3-3 Bad PPI	Hck Nef HTS	Rad51 HR inh	eIF4E-4G inh	m-calpain inh
> O=C(CSc1nnnn1-c1ccc(O)cc1)N1N=C(c2ccc3ccccc3c2)CC1c1ccccc1 (stereo not given)
→ -0.1	10	-11	5	-4	-8	-3	-2	-66
> COc1cccc(NC(=S)NN2C(C)CCCC2C)c1 (stereo not given)
→ 1.1	9	-2	-2	2[fluorescence artefact?]	3	15	0	16
> CCOC(=O)C1=C(C)OC(N)=C(C#N)C1c1cc2cc(C)ccc2nc1N1CCCCC1 (stereo not given)
→ -0.1	nt	-6	-16	-71	7	nt	5	-143
> Cc1noc(C)c1C(=O)Nc1nnc(CC(C)C)s1
→ 0.2	13	6	-30	4	6	19	-2	9
> C/C(=N\NC(=O)c1cccnc1)c1ccc(OC2OCCOC2Oc2ccc(/C(C)=N/NC(=O)c3cccnc3)cc2)cc1 (stereo not given)
→ 2.9	-1	-6	-31	87*	24	-10	15	30
> Cc1ccc(C)c(NC(=S)NNC(=O)c2ccco2)c1
→ -0.4	3	-12	44	-4[fluorescence artefact?]	-1	5	2[fluorescence artefact?]	-10
> Cc1ccc(-c2nc(=S)c3c(n2Cc2ccco2)CC(C)(C)OC3)cc1
→ -0.3	3	-43	46	4	-1	-3	-1	-23
> CCOC(=O)c1c(NC(=O)C(C)NCc2ccco2)sc2c1CCC(C)C2 (stereo not given)
→ 1.6	10	-7	35	70[fluorescence artefact?]	-18	-5	9	-4
> CC(C)OC(=O)CC(=O)CSc1nc2c(c(-c3cccs3)c1C#N)CCC2
→ 1.3	11	-1	44	2	5	-2	1[fluorescence artefact?]	6
> O=C(OCCC1Oc2cccnc2NC1=O)c1ccc(F)cc1 (stereo not given)
→ 5.3	8	5	-15	-6	-9	1	-4	-5
> COC(=O)c1sccc1NC(=S)N1CCN(c2cccc(C)c2C)CC1
→ 0.3	11	0	38	-10	1	18	-2	-5
> CC(=O)Nc1cccc(NC(=O)CSc2nnc(Cc3cccn3C)n2-c2ccc(C)cc2)c1
→ -0.1	2	-4	-3	-4	1	2	3	-22
> CCOC(=O)c1ccc(NNC(=O)CC)c([N+](=O)[O-])c1
→ 0.3	3	-9	0	-10	18	3	-1	6
> ONC(=Nc1ccccc1)C(=Nc1ccccc1)NO
→ 1.3	9	-1	17	3[fluorescence artefact?]	2	2	-7[fluorescence artefact?]	-10
> N#Cc1ccccc1NC(=O)c1cc(=O)c2ccccc2o1
→ 2.0	5	-4	8	-15	19	10	-2	17
> Cc1ccc(N2C(=O)CC(NCc3ccc4c(c3)OCO4)C2=O)cc1Cl (stereo not given)
→ 0.1	14	0	-36	5	0	7	4[fluorescence artefact?]	-25
> O=[N+]([O-])c1ccc(-c2nc(-c3cccs3)c(-c3cccs3)[nH]2)cc1
→ 0.8	23	-11	26	3	0	-83	3	-38
> CC(C)(C)c1ccc(SCCc2ccccn2)cc1
→ -0.3	4	6	-18	0	-4	10	1	25
> C=CCC1(CC=C)CCCN1C(=O)CC1C(=O)NCCN1Cc1ccc(OC)c(OC)c1 (stereo not given)
→ 1.2	8	-2	11	-11	20	9	-2	-9
> COCCNC(=S)Nc1ccc2[nH]c(=O)[nH]c2c1
→ 0.3	8	3	11	50	7	5	-5	1
> CCOC(=O)C1=C(N)N(c2ccccc2)C2=C(C(=O)CCC2)C1c1cccnc1 (stereo not given)
→ -0.8	6	0	5	9	3	nt	-5	-9
> Cc1ccc(C)c(CSc2nnc(C)c(=O)n2N)c1
→ -0.1	-1	0	14	-4	-1	-8	-2	-2
> CCOC(=O)c1cccc(S(=O)(=O)N(CCO)Cc2cc3cc(OC)ccc3[nH]c2=O)c1
→ 0.2	6	-6	4	-2	0	-6	-1	-56
> CSc1nc2c(c(=O)[nH]1)C(c1cccc(Cl)c1Cl)CC(=O)N2 (stereo not given)
→ 0.3	2	-5	-22	-4	28	0	-4	7
> Cc1c(NP(=O)(Oc2ccccc2F)Oc2ccccc2F)c(=O)n(-c2ccccc2)n1C
→ nt	6	-5	24	-2	3	21	2[fluorescence artefact?]	11
> COc1ccc(N(/N=C2\Sc3ccccc3C2=O)C(C)=O)cc1
→ -0.7	7	2	18	10	11	4	-1	39
> O=c1c2ccccc2nc(SCc2nnc(-c3ccccc3)o2)n1-c1ccc(F)cc1F
→ -0.1	15	-3	19	-4	1	4	-12	-20
> Nn1c(-c2ccccn2)nnc1-c1ccccn1
→ -0.3	9	-4	4	-9[fluorescence artefact?]	-1	1	5[fluorescence artefact?]	-149
> CCCCSc1nc2c(cc1C#N)CCC2
→ 0.0	6	-2	41	4	6	9	5	13
> COc1ccccc1OCCNC(=O)c1cc(=O)[nH]c2ccccc12
→ 0.5	8	-20	24	1	27	6	-16	-35

2 successive entries from above, quoted:
Order of results – zVAD death inh	EP2 antag	TbHK1 inh	EP2 mod	14-3-3 Bad PPI	Hck Nef HTS	Rad51 HR inh	eIF4E-4G inh	m-calpain inh
> O=C(CSc1nnnn1-c1ccc(O)cc1)N1N=C(c2ccc3ccccc3c2)CC1c1ccccc1 (stereo not given)
→ -0.1	10	-11	5	-4	-8	-3	-2	-66
> COc1cccc(NC(=S)NN2C(C)CCCC2C)c1 (stereo not given)
→ 1.1	9	-2	-2	2[fluorescence artefact?]	3	15	0	16

(continued)
Order of results – zVAD death inh	EP2 antag	TbHK1 inh	EP2 mod	14-3-3 Bad PPI	Hck Nef HTS	Rad51 HR inh	eIF4E-4G inh	m-calpain inh
> O=C(N/N=C/c1ccc(N2CCOCC2)cc1)c1ccccn1
→ -0.3	15	-77	-14	1	3	13	-5	1
> O=C(NCCCN1CCCC1=O)c1nnc(Cc2c(F)cccc2Cl)o1
→ -0.2	6	5	1	5	0	3	0	-41
> CN1C(=O)C2C(c3ccc(N(C)C)cc3)=NN(Cc3ccccc3)C2C1=O (stereo not given)
→ 0.8	6	-22	-14	-5	21	-8	12	10
> CCC(C)C(=O)Nc1ccc(OC)cc1[N+](=O)[O-] (stereo not given)
→ 0.6	10	26	1	-2	0	0	-1	29
> CC1CCc2c(sc(NC(=O)CSc3ncn[nH]3)c2C#N)C1 (stereo not given)
→ 0.3	5	-8	-30	-4	9	-12	2	11
> O=C(Cn1cnc2ccccc2c1=O)NNC(=O)c1ccccc1
→ 1.9	6	-3	4	4	17	nt	0	-10
> CCc1nc(SCc2ccc(F)cc2)n[nH]1
→ 1.8	8	-8	9	-2	8	5	-1	-11
> Cc1ccc(Cn2cnc3ccccc32)cc1
→ -0.1	7	-3	-2	4	-2	2	-6	8
> C=C(C)CNC(=S)N1CCNC(=O)C1CC(=O)OC (stereo not given)
→ -0.3	1	32	2	1[fluorescence artefact?]	5	5	11	-4
> COc1ccc(NC(=O)COC(=O)c2ccc(OCc3c(C)noc3C)cc2)cc1OC
→ 0.2	2	-6	10	7	0	4	6[fluorescence artefact?]	-17
> O=C(NC1CCCCC1)N(CCN1CCCC1)Cc1cc2cc3c(cc2[nH]c1=O)OCCO3
→ 1.1	12	-34	8	15[fluorescence artefact?]	0	1	-22	-199
> CC(C)CSc1n[nH]c(=S)s1
→ 2.9	11	-9	4	21	-2	1	16	3
> COc1ccccc1NCCC(=O)O
→ 0.2	2	-4	5	-1	22	-4	0	-18
> CCC(C)NS(=O)(=O)c1ccc(OCC(=O)NCC2CCCO2)cc1 (stereo not given)
→ 0.4	3	2	12	7	0	-4	-2	-9
> O=C(/C=C/Nc1cccc(C(F)(F)F)c1)C(F)(F)F
→ 0.8	nt	0	0	-2	1	nt	-3	-14
> COc1ccc(OC)c(-c2csc(NC(=O)c3ccc4c(c3)OCO4)n2)c1
→ 2.8	1	-1	-2	-10	-11	0	-4	-148
> O=S(=O)(Nc1ccc(F)cc1)c1ccc(NC(=S)Nc2ccccc2)cc1
→ 0.5	nt	-5	-27	-2	1	nt	4	-11
> NS(=O)(=O)c1ccc(CCNC(=O)C2CCC(Cn3c(=S)[nH]c4ccccc4c3=O)CC2)cc1 (stereo not given)
→ 4.3	4	-6	-35	9	26	-1	4	-6
> COc1ccc(NC(=O)CN2CCN(S(=O)(=O)c3ccc(Cl)cc3)CC2)cc1Cl
→ 0.6	11	3	-17	14	0	-1	0	-18
> CC1=C(C)CC(C(=O)Nc2cccc(Cl)c2)C(C(=O)O)C1 (stereo not given)
→ 0.1	3	3	22	-8[fluorescence artefact?]	1	-7	-15[fluorescence artefact?]	-46
> Cn1cc(C(=O)c2ccc(Cl)cc2Cl)cc1C(=O)N/N=C(\N)COc1ccc(Cl)cc1Cl
→ -0.6	nt	-3	-7	3	3	nt	3	-66
> COc1ccc(O[C@H]2C=C[C@@H](c3ccccc3)O[C@@H]2COC(=O)CC/C(C)=N/O[C@@H](C)c2cn([C@H](CO)Cc3ccccc3)nn2)cc1
→ 3.6	4	-4	17	3	-5	-4	4[fluorescence artefact?]	27
> CC1CN(c2nc3ccccc3nc2C(C#N)C(=O)OC2CCCCC2)CC(C)O1 (stereo not given)
→ -0.5	3	-3	37	-16	-2	5	1[fluorescence artefact?]	-85
> Cc1cc(C)n(-c2nc(C)nc(N)n2)n1
→ -0.2	4	2	9	15	-1	-11	6[fluorescence artefact?]	-42
> CCOc1ccc(NC(=O)C2CCC(CNc3c(N4CCCCC4)c(=O)c3=O)CC2)cc1 (stereo not given)
→ 2.4	4	-8	-15	2	16	17	-4	45
> Cc1ccc2c(c1)c(N=NC(N)=S)c(O)n2Cc1ccccc1
→ 0.0	6	2	-8	-2[fluorescence artefact?]	11	10	-3	5
> COc1ccc(C(C(=O)NCc2ccccc2)N(Cc2ccco2)C(=O)c2cnccn2)cc1 (stereo not given)
→ 0.8	4	2	-16	-10	24	-13	-1	-21
> Cc1cc(Cl)ccc1OCCCC(=O)OCC(N)=O
→ 19	8	0	-29	-9	29	-23	-2	-26
> COc1ccc(OCCSc2nc3nc(C)cc(C)n3n2)cc1
→ 0.9	5	0	-35	-2	1	-18	0	3
> COCCN1CCN(c2c3c(nc4cc(-c5cccc(F)c5)nn24)CCC3)CC1
→ -1.0	24	-24	-1	4	-19	4	3	-18

Going on with the list:
Order of results – zVAD death inh	EP2 antag	TbHK1 inh	EP2 mod	14-3-3 Bad PPI	Hck Nef HTS	Rad51 HR inh	eIF4E-4G inh	m-calpain inh
> O=C1CCCC2=C1C(c1cccc(Br)c1)n1nc(-c3ccco3)nc1N2 (stereo not given)
→ -0.5	14	-10	nt	nt	22	2	nt	nt
> COc1ccc(N(C(=O)Cn2cnc3ccccc32)C(C(=O)NC2CCCCC2)c2ccccc2)cc1 (stereo not given)
→ -0.3	2	3	32	-6	-1	-3	-1	-43
> O=C(NCc1cccnc1)c1cc(Cl)ccc1[N+](=O)[O-]
→ 0.4	7	32	8	7	-3	-6	2[fluorescence artefact?]	14
> CC(C)C[C@H](NC(=O)c1nc[nH]c1C(=O)N(C)Cc1ccccc1)C(=O)OC(C)(C)C
→ -1.2	10	-4	16	-16	-18	-4	1	33
> CC1CC(CCC(=O)NC(=S)Nc2ccc(S(N)(=O)=O)cc2)C(=O)O1 (stereo not given)
→ 0.0	5	-6	-3	-1	13	2	-2	6
> COc1ccccc1NCC(=O)n1nc(C)cc1C
→ 7.2	1	7	25	-4	22	-1	-1	0
> CN(C)S(=O)(=O)c1ccc(NC(=O)COc2ncnc3sccc23)cc1
→ 4.7	2	1	-6	-5	13	-11	-3	-55
> NNC(=O)c1nc(-c2cccc(-n3cccc3)c2)no1
→ 0.4	3	-10	-10	-4	26	4	1	-11
> CC1=CC(C)(C)NC(=S)N1c1cccc2ccccc12
→ -0.6	15	7	-12	-7	3	1	-4[fluorescence artefact?]	-18
> COCC(=O)Nc1ccc(C(N)=O)cc1
→ 1.5	4	44	-8	-3	-1	0	1[fluorescence artefact?]	-15
> Cc1cccc(N2C(=O)C(Cl)=C(N3CCOCC3)C2=O)c1
→ -0.1	8	-3	11	-4	-8	-1	5	16
